Source: PubChem
Pf Dd2 growth = P. falciparum Dd2 growth inhibition. SYBR Green, 72 h; active compounds read low. activity change, % at 10 µM. 2.3% of 94,000 active. AID 1159554; in the data active = activity change below about -80%
Tcruzi prolif = T. cruzi proliferation inhibition; T. cruzi beta-gal in NIH3T3, GalScreen luminescence, 90 h; inhibition, % at 8.34 µM; 5.9% of 77,000 active; AID 624255;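 active = mean inhibition above about 93%, with at least 55% of replicates each passing it, limit read from the data, passing the limit was not always enough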
GASC1 inh = blocks human GASC-1 (KDM4C) demethylase activity; GST-KDM4C 2-372, H3K9me3 peptide, LANCE TR-FRET; inhibition, % at 12.5 µM; 0.15% of 96,000 active;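 active = mean replicate inhibition above about 25%, with at least 55% of replicates also reaching it, limit read from the data, passing the limit was not always enough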
Target sequence (Q9H3R0 2-372 limits assumed): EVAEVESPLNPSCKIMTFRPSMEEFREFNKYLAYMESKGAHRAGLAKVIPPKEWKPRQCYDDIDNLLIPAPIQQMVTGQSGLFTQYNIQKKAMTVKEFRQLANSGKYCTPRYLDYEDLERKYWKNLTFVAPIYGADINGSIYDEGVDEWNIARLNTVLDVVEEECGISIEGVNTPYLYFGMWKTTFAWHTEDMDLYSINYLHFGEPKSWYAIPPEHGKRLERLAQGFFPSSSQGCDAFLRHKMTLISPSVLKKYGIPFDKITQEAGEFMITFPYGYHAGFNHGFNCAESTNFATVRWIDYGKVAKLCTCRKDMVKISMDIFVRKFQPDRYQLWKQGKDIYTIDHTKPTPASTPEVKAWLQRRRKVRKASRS
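Material: GST-tagged GASC-1 (JMJD2C) catalytic fragment, aa 2-372 / Quantity: enzyme final amount 10 nM / Medium: HEPES buffer, pH 7.5, plus ascorbate / Doses: one test concentration per compound / Incubation: 30 min reaction, 60 min detection, RT / Measured by: LANCE TR-FRET / Read-out: inhibition from TR-FRET ratio decrease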
C diff HTS = blocks growth of Clostridium difficile. Clostridium difficile clinical isolate growth, OD600, 24 h; active compounds read low. growth activity, negative = inhibition, % at 16 µg/mL (by protocol). 0.25% of 86,000 active. AID 1259249;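 active = mean growth activity at or below -80% and every replicate also at or below -80%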;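 also: 0% = DMSO wells and -100% = levofloxacin 16 µg/mL wells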
Starred values were filed as active, the others as inactive; . = not tested or not shown; & = joins results of further samples.

SMILES	Pf Dd2 growth	Tcruzi prolif	GASC1 inh	C diff HTS
O=C(Nc1ccccc1)N1CCCCN2[C@H](CO)[C@@H](c3ccc(C#Cc4ccccc4)cc3)[C@@H]2C1	9	109*	-0.5	56
COc1ccc(NC(=O)Nc2ccc3c(c2)C(=O)N([C@H](C)CO)C[C@H](C)[C@@H](CN(C)C(=O)Nc2ccc4c(c2)OCO4)O3)cc1	8	.	0.4	-7
C[C@@H]1CN([C@@H](C)CO)C(=O)c2ccccc2-c2ccccc2CO[C@H]1CN(C)S(C)(=O)=O	49	19	1.0	-1
C[C@H]1CN([C@@H](C)CO)C(=O)CCCn2nncc2CO[C@H]1CN(C)C(=O)OCc1ccccc1	-51	-34	.	-4
C[C@@H]1CN([C@H](C)CO)C(=O)c2cc(NC(=O)CCN3CCOCC3)ccc2O[C@H]1CN(C)Cc1ccc2c(c1)OCO2	2	29	1.0	-3
C[C@H](CO)N1C[C@H](C)[C@@H](CN(C)C(=O)C2CCCCC2)Oc2cc(-c3ccccc3)ccc2S1(=O)=O	-31	103*	-2.4	9
C[C@@H]1CN([C@@H](C)CO)C(=O)c2cccc(N(C)C)c2O[C@H]1CN(C)S(=O)(=O)c1ccc(Cl)cc1	-5	.	-0.7	6&-3
COc1ccc(CN(C)C[C@H]2Oc3ccc(NC(=O)C4CC4)cc3CC(=O)N([C@H](C)CO)C[C@@H]2C)cc1	19	.	0.7	-7
COc1ccc(NC(=O)N(C)C[C@@H]2Oc3c(cccc3N(C)C)C(=O)N([C@@H](C)CO)C[C@@H]2C)cc1	18	19	-0.8	-1
COc1ccc(NC(=O)Nc2ccc3c(c2)CC(=O)N([C@@H](C)CO)C[C@@H](C)[C@H](CN(C)S(=O)(=O)c2ccc(C)cc2)O3)cc1	-13	.	-1.1	-3
C[C@@H]1CN([C@H](C)CO)C(=O)c2cccc(NS(=O)(=O)c3ccccc3)c2O[C@H]1CN(C)S(=O)(=O)c1ccccc1	5	16	-0.6	-5
CN1C[C@H]2[C@@H](c3ccccc31)[C@@H](CO)N2C(=O)c1ccccn1	9	30	0.9	-7
O=C(O)C[C@H]1C[C@@H]2c3cc(NC(=O)NC4CCCCC4)ccc3O[C@@H]2[C@@H](CO)O1	8	-22	-0.3	1
Cc1noc(C)c1C(=O)N(C)C[C@@H]1OCc2ccccc2-c2c(n(C)c3ccccc23)C(=O)N([C@@H](C)CO)C[C@@H]1C	-7	26	0.5	2
C[C@@H]1CN([C@@H](C)CO)C(=O)Cc2cc(NS(=O)(=O)c3ccccc3)ccc2O[C@@H]1CN(C)C(=O)Nc1ccccc1	-26	55	2.9	-1
O=C(CN1CCOCC1)NCC[C@@H]1CC[C@@H](NS(=O)(=O)c2ccc(F)cc2)[C@@H](CO)O1	-3	-23	-1.4	.
CC(C)NC(=O)NCC[C@@H]1CC[C@H](NC(=O)Nc2ccccc2)[C@@H](CO)O1	5	26	0.0	.
COc1ccc2c3c(n(C)c2c1)[C@@H](CO)N(CC1CC1)CC31CCN(C(=O)CN2CCOCC2)CC1	-5	.	-1.3	6
O=C(C[C@@H]1C[C@@H]2c3cc(NC(=O)NC4CCCCC4)ccc3O[C@@H]2[C@@H](CO)O1)NCc1cccnc1	28	-8	1.7	-1
COc1cccc(-c2ccc3c(c2)O[C@@H](CN(C)C)[C@@H](C)CN([C@H](C)CO)S3(=O)=O)c1	-46	.	-0.1	-4
O=C(NC1CCCC1)N1CC(=O)N2[C@H](CO)[C@H](c3ccc(/C=C/c4ccccc4)cc3)[C@@H]2C1	-14	.	0.3	1
C[C@@H]1CCCCO[C@H](CN(C)S(=O)(=O)c2ccc(F)cc2)[C@H](C)CN([C@@H](C)CO)C(=O)c2cc(NC(=O)C3CCCCC3)ccc2O1	-61	54	1.0	-10
COc1ccc(NC(=O)N(C)C[C@H]2Oc3ccc(NS(C)(=O)=O)cc3CC(=O)N([C@@H](C)CO)C[C@@H]2C)cc1	8	3	1.0	15
O=C(Cc1ccccn1)N[C@@H]1CC[C@H](CCNC(=O)c2cc(Cl)cc(Cl)c2)O[C@@H]1CO	-2	-3	1.3	.
O=C(C[C@@H]1C=C[C@@H](NC(=O)c2ccccc2)[C@H](CO)O1)NCc1ccncn1	14	-35	0.0	.
CCN(C[C@@H]1[C@@H](c2ccccc2)[C@@H](CO)N1CC1CC1)C(=O)c1ccccn1	-31	75	-0.1	-1
C[C@H](CO)N1C[C@H](C)[C@H](CN(C)C(=O)c2ccccn2)Oc2ncc(-c3ccc(F)cc3)cc2C1=O	0	-13	-1.3	-3
C[C@H](O)C#Cc1ccc2c(c1)O[C@@H](CN(C)C)[C@H](C)CN([C@H](C)CO)S2(=O)=O	27	-15	0.6	-3
C[C@H]1CN([C@@H](C)CO)C(=O)c2cc(NC(=O)Nc3ccc4c(c3)OCO4)ccc2O[C@H]1CN(C)S(=O)(=O)c1ccc(F)cc1	1	15	5.8	7
COc1cccc(-c2ccc3c(c2)[C@H]2[C@H](CCN2C(=O)C2CCC2)[C@H](CO)N3)c1	-5	2	3.0	-19
Cc1noc(C)c1NC(=O)Nc1ccc2c(c1)C(=O)N([C@@H](C)CO)C[C@@H](C)[C@H](CN(C)Cc1ccc3c(c1)OCO3)OCCCC[C@H](C)O2	-41	-14	-1.1	2
C[C@@H]1CCCCO[C@@H](CN(C)S(C)(=O)=O)[C@H](C)CN([C@@H](C)CO)C(=O)c2cc(NS(=O)(=O)c3ccc(Cl)cc3)ccc2O1	5	50	0.3	-8
Cc1ccc(S(=O)(=O)N[C@@H]2CC[C@H](CCn3cc(-c4ccccc4F)nn3)O[C@@H]2CO)cc1	-36	.	1.3	-8
COc1ccc(C#Cc2ccc3c(c2)[C@@H]2[C@@H](CCN2S(=O)(=O)c2cccc(OC)c2)[C@@H](CO)N3C)cc1	-9	71	2.5	0
CCCC#Cc1cnc2c(c1)C(=O)N([C@H](C)CO)C[C@@H](C)[C@@H](CN(C)C(=O)C1CCCCC1)O2	-35	-95	-2.7	4
O=C(c1ccccc1)N1CC[C@@H]2[C@@H](CO)Nc3ccc(-c4ccccc4F)cc3[C@@H]21	-4	108*	-3.9	-9
O=S(=O)(c1cccs1)N1CCCCN2[C@@H](CO)[C@H](c3ccc(C4=CCCC4)cc3)[C@@H]2C1	5	90	0.7	11
CNC[C@@H]1Oc2ncc(-c3ccc(C)cc3)cc2C(=O)N([C@H](C)CO)C[C@@H]1C	-38	36	-0.3	.
C[C@@H]1CCCCO[C@@H](CN(C)S(C)(=O)=O)[C@H](C)CN([C@@H](C)CO)C(=O)c2cc(NS(C)(=O)=O)ccc2O1	55	24	0.1	-1
CO[C@@H]1CN(C)C(=O)c2ccc(NS(C)(=O)=O)cc2OC[C@@H](C)NC[C@H]1C	24	-2	-0.8	0
C[C@@H]1CN([C@@H](C)CO)C(=O)c2cccc(NC(=O)NC3CCCCC3)c2O[C@H]1CN(C)CC1CC1	-9	28	-0.6	-4
CC(C)NC(=O)Nc1ccc2c(c1)CC(=O)N([C@H](C)CO)C[C@@H](C)[C@@H](CN(C)Cc1ccc(Oc3ccccc3)cc1)O2	-55	53	0.9	-18
Cc1cccc(S(=O)(=O)N2CCCCN3[C@@H](CO)[C@H](c4ccc(-c5cccnc5)cc4)[C@@H]3C2)c1	5	13	-1.5	-1
CC(C)NC(=O)N1[C@H](C#N)[C@@H](c2ccc(-c3ccc(F)cc3)cc2)[C@@H]1CO	-24	70	-1.1	6
C[C@H](CO)N1C[C@H](C)[C@H](CN(C)Cc2ccc(C(F)(F)F)cc2)OCCCC[C@H](C)Oc2ccc(NS(=O)(=O)c3ccc(Cl)cc3)cc2C1=O	20	99*	-0.5	20
C[C@@H]1CCCCO[C@H](CN(C)C(=O)Cc2ccccc2)[C@H](C)CN([C@H](C)CO)C(=O)c2cc(NS(=O)(=O)c3ccc(Cl)cc3)ccc2O1	-69	90	-0.5	12
O=C(CCN1CCCCC1)NCC[C@@H]1CC[C@H](NC(=O)C2CC2)[C@@H](CO)O1	6	.	3.2	2
CCC(=O)Nc1ccc2c(c1)C(=O)N(C)[C@@H]1CC[C@H](CC(=O)N[C@@H](C)c3ccccc3)O[C@@H]1CO2	-17	43	-0.7	5
C[C@H](CO)N1C[C@H](C)[C@H](CN(C)S(=O)(=O)c2cccs2)Oc2ccc(NC(=O)Nc3ccc(C(F)(F)F)cc3)cc2CC1=O	13	-22	-1.2	-2
Cc1ccc(-c2ccc(C3[C@H]4CNC[C@@H]3N4C(=O)NC(C)C)cc2)cc1 (some centres not stated)	43&16	.	1.2&-2.6	-4&-7
Cc1noc(C)c1NC(=O)N1C[C@H](O)COC[C@H]2O[C@H](CC(=O)N3CCc4ccccc4C3)CC[C@@H]21	-5	46	2.6	1&-4
C[C@@H]1CN([C@@H](C)CO)C(=O)c2cc(Br)cnc2O[C@H]1CN(C)C(=O)c1ccc2c(c1)OCO2	-10	11	-0.1	-5
CCCN1C[C@@H](C)[C@@H](OC)CN(C)C(=O)c2ccc(NC(=O)c3ccccc3F)cc2OC[C@H]1C	1	-18	0.8	.
C[C@H](CO)N1C[C@H](C)[C@@H](CN(C)S(=O)(=O)c2ccccc2)Oc2c(NC(=O)c3ccncc3)cccc2C1=O	4	15	-0.6	2
C[C@H](CO)N1C[C@H](C)[C@H](CN(C)CC2CC2)Oc2ccc(NC(=O)Cc3cn(C)c4ccccc34)cc2CC1=O	-58	14	0.3	-7
COc1ccc(CN2[C@@H](CO)[C@@H]3c4ccccc4N(C(=O)NC(C)C)C[C@@H]32)cc1	-20	-46	1.9	4
CS(=O)(=O)Nc1ccc2c(c1)[C@@H]1C[C@@H](CC(=O)N3CCCCC3)O[C@@H](CO)[C@@H]1O2	13	-68	-2.4	3
CNC[C@H]1OCCCC[C@@H](C)Oc2ccc(NS(=O)(=O)c3ccc(C)cc3)cc2C(=O)N([C@H](C)CO)C[C@H]1C	-23	1	-1.0	-1
O=C(c1ccc(F)cc1)N1CCCCN2[C@H](C1)[C@@H](c1ccc(C#CC3(O)CCCC3)cc1)[C@@H]2CO	9	113*	1.1	0
CC=Cc1ccc2n(c1=O)C[C@@H]1[C@@H](CO)[C@H](C(=O)NCc3ccccc3)[C@H]2N1S(C)(=O)=O (mixture of isomers)	15	-19	-0.6	0

Later entries.
SMILES	Pf Dd2 growth	Tcruzi prolif	GASC1 inh	C diff HTS
N#Cc1cccc(-c2ccc([C@H]3[C@@H](CO)N[C@@H]3CNC(=O)C3CCCC3)cc2)c1	-16	.	-3.7	3
O=C(CC1CC1)N1CC[C@@H]2[C@H](CO)Nc3ccc(-c4ccccc4)cc3[C@@H]21	21	44	-2.7	-8
COc1ccc(NC(=O)N(C)C[C@@H]2Oc3c(NC(=O)Nc4cccc5ccccc45)cccc3C(=O)N([C@@H](C)CO)C[C@@H]2C)cc1	-42	77	12	-2
COc1ccc(CN(C)C[C@@H]2OCCCC[C@H](C)Oc3ccc(NC(=O)Nc4cccc5ccccc45)cc3C(=O)N([C@H](C)CO)C[C@@H]2C)cc1	-17	92	-3.0	-6

An unsorted share of the library; any-hit rate near 7.3%.
